Assay outcomes from PubChem BioAssay.
E-sel TNF inh – E-selectin induction blockers in HUVEC – imaging, immunofluorescence, high content, primary screen. HUVEC TNFa-induced E-selectin immunofluorescence. inhibition, % at 2 µM. 120,000 compounds, 0.71% hits;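 active = inhibition above the batch mean plus 3 SD, and confirmed as a hit on visual image review, cut at about 43% in these data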;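 also: 0% = TNF-stimulated DMSO wells and 100% = unstimulated control wells; not every result past the cut was called active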
MRP1 act – H69AR viability gain despite doxorubicin, primary screen, MRP-1 activator project, H69AR cells, CellTiter-Glo. viability rescue. viability increase, % at 10 µM. AID 799, 2007. 140,000 compounds, 0.61% hits;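 active = viability gain under doxorubicin at or above a set limit, the compound median plus 3 SD, cut at about 4.7% in these data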;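 also: MRP-1 overexpressing cells given doxorubicin 25 µM after compound pretreatment; 18-22 h compound pretreatment then 72 h with doxorubicin before readout; 0% = doxorubicin-only wells and 100% = vehicle-treated cells without doxorubicin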
HCT116 bCat-KO – primary screen for growth suppressors in beta-catenin knockout HCT116 cells (colon tumor, human); HCT116 beta-catenin knockout viability, CellTiter-Glo, 60 h; stronger effect = lower value; viability, % at 10 µM; 140,000 compounds, 1.5% hits;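 active = viability at or under a set limit, the compound median less 4 SD, cut at about 6% in these data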;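 also: 0% = Hyamine 1622 control at 20 µM and 100% = untreated cell control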
HCT116 PTEN-null – growth suppression of PTEN-null HCT116, primary screen, cell-based, CellTiter-Glo; HCT116 PTEN-null viability, 60 h; stronger effect = lower value; viability, % at 10 µM; 140,000 compounds, 1.2% hits; AID 827, 2007;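 active = viability at or below a set limit, 4 SD under the median of all tested compounds, cut at about 3.7% in these data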;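 also: PTEN knockout HCT116 line with beta catenin targeted HCT116 as companion control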
Phagocytosis inh – inhibitors of macrophage phagocytosis, primary screen, imaging, J774A.1 cells, IgG beads; inhibition, % at 5 µM; 110,000 compounds, 0.07% hits; J774A.1 macrophage IgG-bead phagocytosis; AID 1029, 2008;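 active = inhibition above the mean of the plate negative controls plus 5 SD, cut at about 13% in these data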;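 also: phagocytic index as fraction of beads internalized from green versus red external bead signal; plate controls were DMSO negative control for no effect and cytochalasin-D positive control for full effect; some results beyond the cut were filed as inactive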
Yeast growth inh – growth inhibitors of yeast BB579 in restrictive medium, primary screen, yeast lifespan-shortening project, S. cerevisiae; OD615, 48 h; inhibition, % at 10 µM; 140,000 compounds, 0.51% hits;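 active = inhibition above a set limit, 3 SD over the mean compound inhibition, cut at about 44% in these data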; also: inactives centre near -24
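System: Saccharomyces cerevisiae DeaD strain BB579, replicative lifespan model yeast | Buffer or medium: Restrictive glucose-based CSMM-D medium | Times: 4 h preincubation and 48 h exposure at 30 °C | Detection: OD615 turbidity measurement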
GALR2 blocker – GALR2 antagonists in receptor-expressing cells, primary screen; Galanin receptor type 2 (Homo sapiens), O43603; antagonist mode; inhibition, % at 4 µM; 140,000 compounds, 0.39% hits; AID 828, 2007; in the data active = inhibition above about 27%;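 also: cells stimulated with galanin 1-16 at roughly its EC80; 0% = agonist challenge control and 100% = basal control without agonist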
Target sequence (O43603 whole entry, looked up): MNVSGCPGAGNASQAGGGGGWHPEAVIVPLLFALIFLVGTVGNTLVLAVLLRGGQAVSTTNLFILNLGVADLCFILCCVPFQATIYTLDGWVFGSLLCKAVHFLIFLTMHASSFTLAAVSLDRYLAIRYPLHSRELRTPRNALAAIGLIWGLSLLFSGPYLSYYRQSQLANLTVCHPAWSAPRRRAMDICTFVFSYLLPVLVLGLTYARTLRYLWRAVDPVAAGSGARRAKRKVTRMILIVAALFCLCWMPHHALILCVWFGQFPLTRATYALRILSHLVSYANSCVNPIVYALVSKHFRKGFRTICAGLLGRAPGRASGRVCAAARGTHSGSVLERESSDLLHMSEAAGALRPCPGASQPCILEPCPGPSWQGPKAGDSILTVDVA
Yeast life ext – compounds extending yeast replicative lifespan, primary screen, S. cerevisiae, OD615 | inhibition of the nicotinamide effect, % at 10 µM | 130,000 compounds, 0.68% hits | S. cerevisiae growth with nicotinamide; deaD strain in restrictive glucose medium;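 active = inhibition above a set limit, placed 3 SD over the median of all compounds, cut at about 26% in these data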;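 also: 0% = nicotinamide-treated wells and 100% = cells grown without nicotinamide; some compounds called inactive have numbers as strong as hits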
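Assay system: engineered S. cerevisiae DeaD replicative-lifespan strain, galactose-grown log-phase cells; Buffer or medium: CSMM-D glucose medium, restrictive; Probe or stimulus: nicotinamide 1.5 mM; Compound: single dose 10 µM compound, 0.25% DMSO; Schedule: 4 h preincubation then 48 h treatment at 30 °C; Technique: OD615 measurement.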
Measles CPE – compounds protecting cells from measles virus cytopathic effect, primary screen, measles RdRp inhibitor project, single point, MLSMR library, absorbance | AID 841, 2007 | Measles virus-infected cells, CPE protection | 140,000 compounds, 1.5% hits | protection (pct of control), % at 4 µM; in the data active = protection mostly above about 24%, no sharp cut-off; inactive = mostly below about 26%; also: some compounds called inactive have numbers as strong as hits
NPY Y2 blocker – NPY-Y2 receptor antagonists, primary screen, cell-based. Neuropeptide Y receptor type 2 (Homo sapiens), P49146. NPY-Y2 expressing cells, antagonist mode. inhibition, % at 2.7 µM. 140,000 compounds, 0.99% hits. AID 793, 2007; in the data active = inhibition above about 17%;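 also: 0% = vehicle with agonist challenge and 100% = reference antagonist with challenge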
Target sequence (P49146 whole entry, looked up): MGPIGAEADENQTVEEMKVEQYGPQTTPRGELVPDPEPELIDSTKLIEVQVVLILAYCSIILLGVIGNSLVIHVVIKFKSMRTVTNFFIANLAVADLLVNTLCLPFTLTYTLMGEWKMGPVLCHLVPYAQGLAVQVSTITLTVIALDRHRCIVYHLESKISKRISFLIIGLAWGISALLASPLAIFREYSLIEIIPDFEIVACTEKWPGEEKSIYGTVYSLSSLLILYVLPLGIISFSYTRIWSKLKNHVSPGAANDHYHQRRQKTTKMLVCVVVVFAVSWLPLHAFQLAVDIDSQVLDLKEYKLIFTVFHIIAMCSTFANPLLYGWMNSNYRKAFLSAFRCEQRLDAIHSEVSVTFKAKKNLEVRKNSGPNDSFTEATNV
* marks the source's active call; other numbers are inactive results; · = not tested or not shown.

Structure	E-sel TNF inh	MRP1 act	HCT116 bCat-KO	HCT116 PTEN-null	Phagocytosis inh	Yeast growth inh	GALR2 blocker	Yeast life ext	Measles CPE	NPY Y2 blocker
Cc1cccc(-c2nc(CN3CCCC(C(=O)NC4CCCCC4)C3)c(C)o2)c1 (stereo not given)	·	-1.1	73	78	·	-42	-17	3	10	10
C=CCn1c(=N)n(CC(=O)c2ccc(Br)s2)c2ccccc21	-36	-3.8	46	46	0	-28	21	2	6	8
CSC1=N/C(=C\c2ccc(C)o2)C(=O)S1	-19	-1.4	100	94	0	-43	-1	-14	14	0
CCOC(=O)c1cc(C(C)=O)c(=O)n(C)c1N	·	-0.4	87	84	-1	-54	-2	-14	5	6
COc1ccc(CC(NC(C)=O)C(=O)NC2CCN(S(=O)(=O)c3cccc4ccccc34)CC2)cc1OC (stereo not given)	-11	-0.6	83	92	-1	-37	-3	-10	2	3
Cc1nn(C)cc1C(=O)Nc1ccccc1Br	·	1.4	103	100	-4	-1	-1	-7	5	-2
COc1ccc(NC(=O)c2cnc(C)cn2)c2ncccc12	23	-0.9	11	11	-1	11	-2	-10	8	1
Oc1ccccc1-c1n[nH]c(=S)n1Cc1ccco1	-2	-0.5	100	104	0	-46	2	-2	3	4
O=C(N/N=C/c1cccnc1)c1ccc(NC(=O)C(c2ccccc2)c2ccccc2)cc1	·	-4.6	95	99	-5	-31	-2	3	2	0
Cc1cccc(Nc2nc(N)nc(CSc3nccn3C)n2)c1	-13	-1.5	94	92	2	-21	0	3	6	-1
COc1ccc(C(=O)C(CN2CCOCC2)c2ccccc2)cc1 (stereo not given)	-24	-6.8	3.4*	1.6*	-1	-53	20	61*	9	0
c1ccc(SCc2nc(-c3ccccn3)no2)cc1	-23	0.3	94	109	0	-44	1	-13	8	2
CSC(=CC(=O)c1ccccc1)SC	6	-0.1	101	93	·	-19	5	-20	6	2
Cc1ccc(-c2sc(C)nc2CC(=O)O)cc1	6	0.0	91	99	2	-49	5	-7	7	2
Cc1ccc(CNC(=O)C2CCCN(S(=O)(=O)c3cnc[nH]3)C2)cc1 (stereo not given)	·	-0.8	106	97	1	13	-6	-7	24	1
COCCN(C(=S)Nc1ccccc1C)C(C)c1cccnc1 (stereo not given)	-5	-3.3	95	88	9	-14	-4	2	7	2
CCCCCCC(=O)Nc1cc2c(C)cc(=O)oc2cc1C	-15	-0.9	85	99	0	-63	8	-11	16	0
COC(=O)c1ccc(COC(=O)c2c(C)nn(Cc3ccccc3Cl)c2Cl)o1	-7	0.2	74	75	-1	12	-3	0	29	10
COC(=O)Cc1ccc(NC(=O)c2cccs2)cc1	10	-0.4	97	101	0	16	2	-18	4	4
O=C(Nc1nncs1)C(Sc1ccccc1)c1ccccc1 (stereo not given)	·	-0.2	88	86	-4	-38	2	3	15	4
C/C(Cn1nc([N+](=O)[O-])cc1C)=N\NC(=O)COc1ccccc1[N+](=O)[O-]	·	-0.9	85	87	-2	-13	-4	1	26	-1
O=C(NCc1ccccn1)C1CCCN(S(=O)(=O)c2cccc3nsnc23)C1 (stereo not given)	·	-0.8	94	113	0	-83	1	-2	8	2
CC12CCC(C/C1=N\N=C1\NC(=O)/C(=C\c3ccc(Cl)cc3)S1)C2(C)C (stereo not given)	·	-4.7	61	59	-14	-27	5	0	13	37*
COc1nnc(-c2ccc(N3CCCCC3)c(NC(=O)C3CCCCC3)c2)c2ccccc12	-13	-0.4	11	12	·	-50	-8	-14	3	3
CC1=CC2=NC(=O)/C(=C\c3cc(C)n(-c4ccccc4F)c3C)C(=N)N2O1	·	0.4	104	105	9	-2	7	1	19	3
Cc1ccc(-c2cn3c(=O)cc(C)[nH]c3n2)cc1	20	-1.6	98	104	·	1	-5	-13	7	-1
COc1ccc(OC)c(-n2c(CNC3CCN(Cc4ccccc4)CC3)nc3ccccc3c2=O)c1	0	-2.8	71	61	0	-32	-7	4	13	8
CC1=NC(C(F)(F)F)(C(F)(F)F)C(C#N)=C(C)N1	-1	2.3	101	107	-1	-18	-1	-14	12	0
CC(=O)N1CCC(C(=O)c2ccc(Cl)cc2)CC1	8	-0.7	99	98	·	-19	-8	-2	9	0
O=C(NCC1CCCO1)c1c(O)c2cccc3c2n(c1=O)CCC3 (stereo not given)	·	-2.0	90	90	-4	-12	5	17	6	2
CC1=C(C(=O)OC(C)(C)C)C(c2ccco2)C(C#N)=C(N)O1 (stereo not given)	-11	-2.3	96	93	0	-41	4	-18	4	2
COc1ccc(NC(=S)N2CCCC2)cc1	·	-0.6	86	86	-7	-32	-9	-1	16	2
NS(=O)(=O)c1ccc(S(=O)(=O)N2CCCC2)cc1	-15	-2.0	102	92	·	-13	2	-6	4	0
O=C(Nc1cccc(Br)c1)c1ccccc1-c1ccccc1	2	-0.8	68	53	-4	-8	1	-4	11	7
CC(C)(C)c1ccc(C(=O)CSc2n[nH]c(=O)[nH]c2=O)cc1	3	-0.7	91	99	-2	-63	3	-14	3	9
O=C(NC1CCCCC1)N1CCCCCCC1	-3	-0.9	96	102	-1	-18	1	1	7	1
CC(OC(=O)CN(C)S(=O)(=O)c1ccc(Cl)cc1)C(=O)Nc1ccc(N2CCOCC2)cc1 (stereo not given)	·	-0.4	98	102	0	-23	8	-5	6	-1
S=c1[nH]nc(-c2cc(-c3ccco3)[nH]n2)n1-c1ccccc1Cl	5	-3.7	96	96	-1	-12	-10	-8	8	17
CCOC(=O)Cn1c(=O)n(CC(=O)OCC)c2ccccc21	14	-1.1	92	88	7	-56	-2	-10	2	1
Cc1ccc(S(=O)(=O)N2CCC(=O)N(CCOC(=O)Nc3ccccc3C)CC2)cc1	28	-2.3	100	91	·	-27	4	3	4	1
O=c1c2ccccc2nc2n1C(CSCc1ccc(Cl)cc1)CS2 (stereo not given)	·	-0.8	53	48	0	-15	6	-15	4	4
COc1cc(C=O)ccc1OCCOc1ccccc1[N+](=O)[O-]	·	-2.6	89	96	-3	-24	-1	2	38	3
Cc1cc(C(=O)NCC2CCCO2)n(-c2ccccc2)n1 (stereo not given)	-25	0.1	96	97	0	11	-2	-1	12	0
CC1CCc2c(C(=O)N3CCN(S(=O)(=O)c4cccs4)CC3)csc2C1 (stereo not given)	8	-0.1	87	79	0	-41	-2	10	10	4
Cc1ccc(Nc2ccc(NCc3ccccc3)nn2)cc1C	·	-0.5	84	97	-3	-7	1	2	6	0
CCCC(=O)NC(Nc1ccc(S(=O)(=O)Nc2cc(C)on2)cc1)(C(=O)OCC)C(F)(F)F (stereo not given)	13	1.9	89	100	0	-13	7	-3	4	9
O=C(NCc1cn(-c2ccccc2)nc1-c1ccccc1)c1ccc([N+](=O)[O-])cc1	·	-2.2	78	72	-10	-4	13	5	6	4
Cc1c(NC(=S)NC(=O)C(C)(C)C)cccc1[N+](=O)[O-]	10	-5.0	94	92	1	-24	8	-2	10	-1
COc1ccc(C(=O)Nc2nnc(Cc3cccs3)s2)cc1OC	9	-2.0	95	100	·	-39	-3	0	7	3
O=C(CCS(=O)(=O)c1ccccc1)Nc1nc2c(s1)COc1ccccc1-2	·	-5.5	3.1*	1.8*	0	-4	1	-15	7	4
CCOc1ccc(NC(=S)NC(=O)/C=C/c2ccc(C)cc2)c([N+](=O)[O-])c1	-4	-0.4	92	86	·	-19	-8	-8	10	1
C/C(=N\N(C)C)C1=C(O)c2ccccc2C1=O	·	0.0	93	98	-1	-43	-4	-4	14	0
COc1ccc(C2C3=C(CC(C)(C)CC3=O)Oc3ncn(Cc4ccccc4)c(=N)c32)cc1 (stereo not given)	0	0.8	52	45	1	-15	-16	-9	5	9
Cc1ccc(F)c(NC(=O)C2CCCCC2C(=O)O)c1 (stereo not given)	·	-3.3	81	80	-2	-4	2	-17	3	-1
O=c1[nH]nc(CSCc2ccccc2Cl)[nH]1	-2	-0.9	81	86	-1	-25	4	-7	22	0
O=C(NCCc1c[nH]c2ccccc12)Nc1ccccc1	-10	-2.2	91	100	0	-17	9	-5	2	0
Cc1cc(C)nc(N2CCC(C(=O)Nc3ccc4c(c3)OCO4)CC2)n1	30	-4.0	79	83	-1	-21	4	-12	7	3
CCC(=O)Nc1sc2c(c1C(=O)N(C)C)CCCCC2	-11	-2.1	96	90	·	-15	3	·	4	1
CCc1c(C)sc(NC(=O)CCc2ccc(OC)cc2)c1C(N)=O	8	0.1	98	106	·	-30	0	-10	3	8
c1ccc(-c2nnc(CN3CCC4(CC3)OCCO4)o2)cc1	-10	-1.6	96	97	0	-15	8	1	2	-2

(next part)
Structure	E-sel TNF inh	MRP1 act	HCT116 bCat-KO	HCT116 PTEN-null	Phagocytosis inh	Yeast growth inh	GALR2 blocker	Yeast life ext	Measles CPE	NPY Y2 blocker
O=C(Cc1ccc(Br)cc1)N1CCCCCC1	19	0.0	99	95	-1	-10	-8	4	8	4
Cc1cc(C(=O)CN2C(=O)NC3(CCCc4ccccc43)C2=O)c(C)n1Cc1cccs1 (stereo not given)	-25	-0.7	41	52	-1	-19	9	-16	3	0
O=S(=O)(Cc1nc2ccccc2s1)c1ccccc1	-4	-0.6	93	91	-3	-36	-2	0	19	2
Cc1cccc(-n2c(SCC(=O)Nc3cccc(S(=O)(=O)NC4=NCCCCC4)c3)nc3ccccc3c2=O)c1C	-1	-4.0	76	77	-6	-47	10	15	10	5
CCOc1ccc2nc(NCCCNS(=O)(=O)c3ccccc3)c(C#N)cc2c1	15	-0.2	87	82	-3	-23	-4	-9	15	2
O=C(Nc1nccs1)c1csc2c1CCCC2	10	-3.4	84	73	·	-50	-2	·	27	7
COc1cccc(/C=N/NC(=O)c2c(-c3ccccc3)noc2C)c1	54*	-1.2	94	93	·	-46	-1	-22	14	1
Cc1cc(=S)cc(C)n1CCCO	·	0.4	92	102	3	-18	2	7	18	0
CCN(CC)S(=O)(=O)c1cccc2c(N(C)C)cccc12	18	0.2	80	83	·	-11	7	-4	4	4
O=c1cc(-c2ccccc2F)nc(-c2ccccc2F)o1	·	1.2	90	100	-6	-41	-7	10	3	1
